Bioassay records as filed in PubChem.
p53 reactivation: restores transcriptional activity of mutant p53. H1299 p53-A138V BP100-luciferase reporter, luminescence, 24 h. Potency, µM (series often up to 92.2 µM), inactives show top-dose activity change, positive = activation, actives largely listed as activators. hit rate 0.063% among 320,000; further: % of control where 0% means no effect; nearly all actives have a fitted effect of over 45% in size
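p53-null H1299 cells stably carrying temperature-sensitive p53-A138V and a BP100-luciferase reporter were pinned with compounds (4-point, 1:5 series) and held 24 hrs at 37 deg C. Luminescence was read 10 min after detection reagent.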
BRCA1 expr up: BRCA1 expression activation | MCF7-BRCA1-FFLuc reporter, luminescence, 48 h; response scale: scaled: vehicle 0%, 10 µM genistein 100% | Potency, µM (titrated, usually from 46.1 µM), without a hit: at the highest dose activation, actives largely listed as activators | hit rate 1.1% among 380,000 | AID 624202; further: nearly all actives have a fitted effect of over 80% in size; some results filed as inactive show a strong effect at the top dose
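48 h compound treatment of MCF7-BRCA1-FFLuc cells (phenol-red free MEM, 37 °C), then 15 min with luciferase substrate and luminescence imaging.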
FLuc modulator: counter-screen for miR-21 project: firefly luciferase inhibitors or activators; purified FLuc, Km substrates, luminescence inhibition; Potency, µM (highest dose often 57.5 µM), for inactives: at the top dose activity change, negative = inhibition, hits mostly inhibitors; hit rate 6.9% among 360,000;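 further: plate controls were vehicle for no effect and reference inhibitor for full effect; nearly all actives have a fitted effect of over 55% in size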
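Purified P. pyralis luciferase, 10 nM final, with Km-level 10 uM D-luciferin and 10 uM ATP in 50 mM Tris acetate pH 7.5, 10 mM Mg acetate, 0.01% Tween-20, 0.05% BSA; 6-point qHTS titration about 60 µM downward; luminescence read.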
RORg inh: inhibitors of mouse ROR gamma transcriptional activity. AID 2551. hit rate 5.4% among 310,000. Potency, µM (titrated, usually from 53.6 µM), inactives show at the highest dose activity change, negative = inhibition, usual class: inhibitors. Drosophila S2 Gal4-RORgamma UAS-luciferase reporter, 20 h. P51450; further: on the % scale 0 is the no-effect control and ±100 the full control effect; nearly all actives have a fitted effect of over 60% in size
Target sequence (P51450 whole entry, looked up, the tested form may be a part): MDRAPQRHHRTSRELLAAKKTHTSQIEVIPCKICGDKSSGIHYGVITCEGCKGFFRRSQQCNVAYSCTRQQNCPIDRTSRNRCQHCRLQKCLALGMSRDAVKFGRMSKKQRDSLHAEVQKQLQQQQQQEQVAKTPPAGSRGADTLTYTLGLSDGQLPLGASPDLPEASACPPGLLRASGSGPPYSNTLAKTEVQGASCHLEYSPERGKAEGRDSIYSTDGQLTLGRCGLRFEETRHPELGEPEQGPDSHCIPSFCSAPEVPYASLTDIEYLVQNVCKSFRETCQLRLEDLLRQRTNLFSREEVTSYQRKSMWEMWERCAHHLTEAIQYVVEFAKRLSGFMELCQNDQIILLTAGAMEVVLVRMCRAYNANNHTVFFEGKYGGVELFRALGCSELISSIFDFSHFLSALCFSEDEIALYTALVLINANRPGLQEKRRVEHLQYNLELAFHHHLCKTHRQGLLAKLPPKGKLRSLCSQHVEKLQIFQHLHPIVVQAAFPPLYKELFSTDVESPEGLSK
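Compounds are pin-transferred onto Drosophila Schneider cells expressing a copper-inducible Gal4–ROR gamma transactivation domain fusion. After 1 hr, copper sulfate is added to 700 uM final; luciferase is read 20 hr later.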
ELG1 genotox: inducers of genotoxicity in HEK293T ELG1-luciferase cells | HEK293T ELG1-luciferase reporter, luminescence, 16 h | Potency, µM (highest dose often 46 µM), for the others: at the highest dose activity change, positive = activation, actives largely listed as activators | hit rate 1.3% among 330,000 | AID 504466; further: % of control where 0% means no effect; nearly all actives have a fitted effect of over 60% in size
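Step 1: seed 2,000 HEK293T ELG1-luciferase cells per well. Step 2: add compound or DMSO, incubate 16 hr at 37 °C. Step 3: ONE-Glo, 30 min at room temperature, read luminescence.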
NPC1 promoter act: activators of NPC1 promoter; Potency, µM (highest dose often 9.22 µM), for inactives: at the highest dose activation, hits mostly activators; Huh7 NPC1 promoter luciferase reporter, 24 h; hit rate 2.4% among 320,000;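 further: % of control where 0% means no effect; nearly all actives have a fitted effect of over 60% in size; reporter is driven by a mutant NPC1 promoter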
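Luminescence from an NPC1 promoter-driven luciferase reporter in stably transfected Huh7 cells was measured after 24 h compound treatment at 37 °C, followed by 10 min ambient incubation with luciferase detection reagent.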
MBNL1 CUG block: MBNL1-poly(CUG) RNA binding inhibition | Q9NR56 | TR-FRET MBNL1-His/biotin-(CUG)12 binding, 665/545 ratio | Potency, µM (doses to about 57.5 µM), without a hit: at the top dose activity change, negative = inhibition, usual class: inhibitors | hit rate 0.036% among 280,000; active means well fitted inhibition curve with a large enough effect in the signal ratio, with a control signal flat, not every such curve was filed as active; inconclusive means small, poorly fitted or top-dose-only effect, or effect the other way, or a change in a side signal; inactive means no such curve, though single readings can be large or run the other way; the % refers to the signal ratio; further: on the % scale 0 is the no-effect control and ±100 the full control effect
Target sequence (Q9NR56 whole entry, looked up): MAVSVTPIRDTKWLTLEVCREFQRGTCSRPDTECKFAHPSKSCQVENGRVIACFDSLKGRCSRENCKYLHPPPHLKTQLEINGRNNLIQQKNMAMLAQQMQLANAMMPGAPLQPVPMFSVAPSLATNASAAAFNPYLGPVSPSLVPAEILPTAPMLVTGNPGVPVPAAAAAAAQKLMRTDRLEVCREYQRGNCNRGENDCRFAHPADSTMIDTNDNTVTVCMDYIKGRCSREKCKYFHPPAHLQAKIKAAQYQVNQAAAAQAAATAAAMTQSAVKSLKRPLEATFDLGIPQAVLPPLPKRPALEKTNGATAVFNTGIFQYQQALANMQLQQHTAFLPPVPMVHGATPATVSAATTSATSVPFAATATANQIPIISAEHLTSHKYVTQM
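Compound titration spanned 92 nM–58 uM against the MBNL1-His/biotin-(CUG)12 complex. After 60 min at room temperature with 5 nM streptavidin-XL665 and 0.055 ng/ul terbium anti-His, ratiometric 665/545 nm emission (Ex 340 nm) normalized to controls.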
VP16 counter: counter-screen for ROR gamma inhibitors: Gal4-VP16 reporter. hit rate 3.5% among 310,000. Drosophila S2 Gal4-VP16 UAS-luciferase, luminescence, 20 h. Potency, µM (titrated, usually from 53.6 µM), for the others: top-dose activity, negative = inhibition, most hits filed as inhibitors;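 further: Gal4-VP16 expression switched on by copper sulfate through the metallothionein promoter; on the % scale 0 is the no-effect control and ±100 the full control effect; nearly all actives have a fitted effect of over 50% in size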
uPA generation: inhibitors of cell surface uPA generation; Potency, µM (highest dose often 38.3 µM), for the others: at the highest dose activity change, negative = inhibition, most hits filed as inhibitors; hit rate 0.31% among 330,000; cell surface uPA generation assay, qHTS; AID 540303; active means well fitted inhibition curve with a large enough effect; inconclusive means small, poorly fitted or top-dose-only effect; inactive means no such curve, though single readings can be large or run the other way; tested in mouse RAW 264.7 cells; further: on the % scale 0 is the no-effect control and ±100 the full control effect; nearly all actives have a fitted effect of over 55% in size
Rab9 promoter act: activates the Rab9 promoter; Huh7 Rab9 promoter-luciferase reporter, luminescence, 24 h; Potency, µM (doses to about 9.22 µM), without a hit: at the highest dose activation, negative = inhibition, usual class: activators; hit rate 2.8% among 320,000; AID 485297; further: % of control where 0% means no effect; nearly all actives have a fitted effect of over 60% in size
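Huh7 reporter line, Rab9 promoter upstream of luciferase. Compound exposure 24 h at 37 °C in reduced-serum medium with 10% FBS. Read-out: luminescence.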
An asterisk follows results filed as active; ? = inconclusive; . = no result given; [ ] = remark or other dose. Unless noted, the call rests on the fitted dose curve; in most records, active means well fitted curve in the direction sought with a large enough effect; inconclusive means small, poorly fitted or top-dose-only effect, or another doubt; inactive means no such curve, though single readings can be large; an effect the other way counts as inactive or inconclusive. Potency means the concentration at half of the fitted maximal effect.

The line under a structure holds: uPA generation, VP16 counter, BRCA1 expr up, RORg inh, p53 reactivation, FLuc modulator, NPC1 promoter act, Rab9 promoter act, MBNL1 CUG block, ELG1 genotox
(1) Cc1ccc(S(=O)(=O)N2CCCC2C(=O)OCC(=O)Nc2ccc3c(c2)OCO3)cc1 (stereo not given)
→ 0.8%, -4.0%, 7.5%, -5.9%, 5.7%, -0.2%, -0.2%, 6.2%, -6.5%, -2.6%
(2) Cn1c(Cn2c(=O)sc3ccccc32)nnc1SCC(=O)NCc1ccco1
→ 1.0%, -9.5%, -14.0%, -18.0%, 23.7%, 8.6%, 0.3%, -3.1%, -11.2%, 4.0%
(3) COC(=O)c1cccc(NC(=O)CCCOc2cccc(C)c2)c1
→ 1.2%, 0.7%, -16.5%, 8.0%, -2.8%, -4.5%, 0.0%, -3.1%, -6.4%, -3.0%
(4) O=C(Cc1n[nH]c(=O)c2ccccc12)N1CCN(c2ccc(F)cc2)CC1
→ 3.7%, 0.9%, -11.9%, -1.7%, 23.1%, -1.8%, -1.9%, 0.1%, -2.2%, -5.7%
(5) CC1=C(C(=O)OCCOC(C)C)C(c2cc3c(cc2Br)OCO3)C2=C(CCCC2=O)N1 (stereo not given)
→ 1.0%, -17.2%, -11.0%, 7.7%, -18.8%, 0.8%, 1.9%, -5.0%, 23.2%, 1.5%
(6) CCOC(=O)[C@H]1[C@H]2COc3ccc(Cl)cc3[C@@H]2N2C(=O)CN(Cc3ccc(F)cc3)C(=O)[C@@]12C
→ -18.6%, ., 0.0%, ., -18.9%, -0.3%, -4.9%, -6.8%, ., -3.3%
(7) COc1cc(C2CC(=O)N(c3ccc(C)cc3)C(=O)C2)cc(OC)c1OC
→ -4.1%, 6.0%, -36.0%, -4.3%, 2.3%, 0.2%, -33.7%[inhibitor], -22.6%, ?, ?
(8) CCc1ccccc1NC(=O)C1CCCN(S(=O)(=O)c2ccc3c(c2)CC(C)N3C(C)=O)C1 (stereo not given)
→ -3.6%, 5.7%, -22.1%, -9.9%, ., -2.4%, -0.2%, 3.0%, -7.2%, -2.0%
(9) O=C(Cn1c(NCCCCl)nc2ccccc21)c1ccccc1
→ ?, ., 8.2%, ., -10.1%, 1.6%, -1.0%, 0.7%, ., -0.5%
(10) Cc1ccc(OCC(=O)N2CCc3ccccc3C2)c(Br)c1
→ 5.0%, 2.6%, 12.6µM*, -0.9%, 15.7%, ?, 24.5%, 14.4%, 4.1%, 10.5%
(11) Cc1nc2cc(-c3cccc(F)c3)nn2c(C)c1CCC(=O)N1CCN(c2ccccn2)CC1
→ -8.8%, 16.9%, -20.4%, ?, -2.6%, -8.7%, 1.3%, -3.1%, 2.4%, -3.6%
(12) CCC(=O)N[C@@H]1CC(C(C)(C)NC(=O)CC)CC=C1C (stereo not given in full)
→ 0.4%, -11.2%, -23.3%, -5.2%, 4.8%, 1.0%, -2.0%, 4.5%, -3.4%, -2.7%
(13) Nc1c(-c2cccs2)cnn1-c1nc(-c2ccc(F)cc2)cs1
→ ., 6.4%, 2.7%, -7.8%, 22.1%, 7.57µM*, ?, ?, -11.2%, 5.5%
(14) COc1ccc(C(C(=O)NC2CCCC2)N(CCC(C)C)C(=O)CCC(=O)Nc2cc(C)on2)cc1 (stereo not given)
→ -0.1%, 13.5%, -14.3%, 26.3%, -1.2%, 0.0%, -3.0%, -0.4%, -3.4%, -8.9%
(15) COc1ccc(NC(=O)c2ccc(NC(=O)COC(=O)c3cnc(C)cn3)cc2)cc1
→ 4.3%, ., ?, ., 4.5%, ?, 19.5%, 29.4%, ., ?
(16) COc1ccc(-c2sc3cc(OC)c(OC)cc3c2C#CCO)cc1
→ 7.6%, ., -30.8%, ., -2.4%, ., ., ., ., -1.4%
(17) Cc1nn(C(C)C(=O)NCCc2cccs2)c(=O)c2nn(-c3ccccc3)c(C)c12 (stereo not given)
→ 10.5%, -7.7%, -2.4%, -24.7%, 2.0%, -3.0%, 2.1%, 0.1%, 0.2%, -1.9%
(18) COc1ccc(-c2c(C#Cc3ccsc3)c3cc(Br)ccc3n2C)cc1
→ -1.5%, ., -10.6%, ., 11.3%, 3.7%, -0.8%, -8.3%, ., -0.3%
(19) CCOC(=O)C1=C(C)NC(=O)CC1c1ccccc1OC (stereo not given)
→ 0.1%, 3.1%, 5.8%, 16.4%, -2.1%, -0.4%, -0.9%, -2.4%, 7.9%, -0.3%
(20) Cc1occc1C(=O)NNC(=O)Cc1ccccc1
→ 3.2%, -4.9%, 4.9%, -22.7%, 5.1%, 3.7%, -3.4%, -0.9%, 8.3%, 2.1%
(21) COc1cc(NC(=S)Nc2ccccn2)cc(OC)c1
→ -3.3%, 5.62µM*, -10.9%, 2.51µM*, 7.2%, 9.53µM*, 13.2%, -0.9%, -2.9%, 2.8%
(22) COc1ccc(S(=O)(=O)N2CCC(C(=O)Nc3ccc4c(c3)OCCO4)CC2)cc1OC
→ ., -7.0%, -1.0%, -16.8%, -11.6%, 2.2%, -2.5%, -2.1%, 0.0%, -3.5%
(23) CCCN1Cc2cccc(C(=O)Nc3ccc(-c4nc5ccccc5[nH]4)cc3)c2C1=O
→ 7.3%, -11.6%, 63.3%, ?, -2.2%, ?, -2.2%, 22.6%, ., 15.4%
(24) CCOC(=O)CCCNC(=O)CN1C(=O)NC2(CCCCCC2)C1=O
→ ., -5.5%, -3.9%, 2.9%, -0.8%, -4.0%, -4.4%, -3.6%, -13.9%, -4.7%
(25) CC1CC(C)(C)NC(=S)S1 (stereo not given)
→ -4.8%, -18.3%, 18.5%, ?, -9.0%, 1.5%, -3.3%, 3.6%, -6.9%, -5.3%
(26) CCN(CC(=O)Nc1ccc(NC(C)=O)cc1)C(=O)C1(c2ccccc2)CC1
→ 0.2%, ., -36.7%, ., 0.1%, 1.9%, 0.4%, 9.9%, ., -1.1%
(27) Cc1cc(C)nc(NS(=O)(=O)c2ccc(N3C(=O)C4CCCCC4C3=O)cc2)n1 (stereo not given)
→ 0.2%, -14.7%, -5.1%, 15.9%, 3.9%, 2.8%, -2.9%, -0.5%, -5.4%, 0.8%
(28) O=C(COC(=O)[C@@H]1CCCN1S(=O)(=O)c1ccc(Cl)cc1)NC12CC3CC(CC(C3)C1)C2
→ -1.1%, 6.9%, 16.9%, -19.7%, 5.4%, -1.7%, -0.9%, 3.9%, -19.3%, 3.3%
(29) COc1ccc2oc(C(=O)N(CC(C)C)C3CCS(=O)(=O)C3)c(C)c2c1 (stereo not given)
→ -0.5%, ., -33.3%, ., 2.0%, -0.6%, -8.5%, -5.8%, ., -1.9%
(30) COc1cc(-c2nnc(COc3ccc(Cl)cc3C)o2)cc(OC)c1OC
→ 1.3%, -1.4%, -11.4%, -0.3%, -1.9%, -0.3%, -4.8%, 9.1%, -0.2%, 2.2%

BRCA1 expr up, entries above that show a hit.
item	smiles	uPA generation	BRCA1 expr up	RORg inh	p53 reactivation	NPC1 promoter act	Rab9 promoter act
10	Cc1ccc(OCC(=O)N2CCc3ccccc3C2)c(Br)c1	5.0%	12.6µM*	-0.9%	15.7%	24.5%	14.4%

(more compounds)
The line under a structure holds: uPA generation, VP16 counter, BRCA1 expr up, RORg inh, p53 reactivation, FLuc modulator, NPC1 promoter act, Rab9 promoter act, MBNL1 CUG block, ELG1 genotox
(31) Cc1ccc(C)c(N2CCN(CCN3CCCCC3)CC2)c1
→ -7.7%, 8.6%, -20.4%, -21.0%, -3.2%, -2.5%, -1.5%, -9.3%, -0.6%, -5.5%
(32) CCC(=O)Nc1ccc(Cl)c(NC(=S)NC(C)=O)c1
→ 1.1%, -2.0%, -2.0%, 26.0%, 3.6%, 0.0%, -1.1%, -10.9%, -3.7%, 3.7%
(33) CCOC(=O)C1=C(COC(=O)/C=C/c2ccccc2F)NC(=O)NC1C (stereo not given)
→ 2.0%, ., -3.6%, ., -0.9%, 3.8%, -3.5%, 1.6%, ., 10.0%
(34) c1ccc2c(Cn3nnc4ccccc43)cccc2c1
→ -2.2%, 23.5%, -3.3%, -7.7%, -4.0%, 2.3%, 0.8%, -4.6%, 2.6%, 2.2%
(35) O=[N+]([O-])c1cc(S(=O)(=O)N2CCCC2)ccc1NCCc1ccccc1
→ -1.3%, -10.4%, -4.7%, 16.7%, 9.0%, 4.6%, -3.4%, -6.5%, ., -5.1%
(36) COc1ccc(N2C3=[N+](CC2(C)O)c2ccccc2CC3)cc1 (stereo not given)
→ ., 23.2%, -6.6%, 41.5%, 20.0%, 2.9%, 7.9%, 5.8%, -5.1%, 0.1%
(37) Cc1ccc2nc(-c3ccc(NC(=O)COC(=O)c4ccc(Br)o4)cc3)sc2c1
→ -6.9%, 3.98µM*, -77.5%[inhibitor], 0.282µM*, ., 3.38µM*, 0.794µM*, 0.398µM*, 17.1%, 1.16µM*
(38) O=C(NC(=S)NCc1cccnc1)c1ccc([N+](=O)[O-])cc1
→ -3.5%, ?, -24.4%, 8.91µM*, 9.6%, -2.8%, -0.8%, 8.0%, ?, -0.1%
(39) CCOC(=O)C1CCN(S(=O)(=O)c2cccc(C(=O)Nc3ccccc3)c2)CC1
→ 2.5%, -1.9%, -19.9%, -0.2%, -7.1%, 2.4%, -1.5%, -4.6%, -2.0%, -7.3%
(40) O=C(NC(=S)NNC(=O)c1ccccc1[N+](=O)[O-])c1ccccc1
→ 0.9%, 3.16µM*, 12.3%, 4.47µM*, ?, 3.4%, 1.4%, -8.1%, 17.8%, -2.2%
